# Screening results as filed in PubChem.
# Ba/F3 V617F tox – loss of viability in JAK2V617F-driven Ba/F3 cells; Ba/F3 EpoR-JAK2V617F viability, ATP luminescence; inhibition, % at 5.6 µM; 220,000 compounds, 1.1% hits; AID 1446;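 active means inhibition above the campaign mean plus 3 SD over all tested compounds, cut at about 24% in these data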;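 further: cytokine-independent growth of Ba/F3 cells driven by EpoR plus mutant JAK2; 0% = DMSO-treated cells and 100% = JAK inhibitor I control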
# BaF3 parental – parental Ba/F3 viability inhibition as JAK2V617F counter-screen; CellTiter-Glo ATP luminescence; AID 1486; 220,000 compounds, 1.1% hits; inhibition, % at 5.6 µM;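 active means inhibition above a per-campaign cutoff, the mean inhibition of all tested compounds plus 3 SD, cut at about 27% in these data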;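 further: 0% = DMSO wells and 100% = JAK Inhibitor I control wells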
# PERK inhibitor – blocks human PERK kinase. Q9NZJ5. CHO PERK-DD fusion, SEAP luminescence translation reporter. inhibition, % at 5.6 µM. 220,000 compounds, 0.17% hits. AID 1416;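 active means inhibition above the mean inhibition of all tested compounds plus 3 SD, set separately per screening campaign, cut at about 2.9% in these data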;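 further: PERK kinase domain activated by AP20187 dimerizer at 100 nM; 0% = DMSO with dimerizer and 100% = rapamycin at 8.4 µM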
# Wee1 degr inh – human Wee1 degradation inhibition, primary screen; P30291; HeLa Luc-Wee1K328M stability, luciferase luminescence; 100% = proteasome inhibitor MG132 effect; reporter increase, % at 5 µM; 220,000 compounds, 1.2% hits; AID 1321;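 active means activation above the mean of all tested compounds plus 3 SD, set per screening run, cut at about 8.8% in these data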;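 further: cells exposed to compound for 20 h before luminescence read; 0% = DMSO alone and 100% = MG132 at 30 µM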
# Target sequence (P30291 whole entry K328M): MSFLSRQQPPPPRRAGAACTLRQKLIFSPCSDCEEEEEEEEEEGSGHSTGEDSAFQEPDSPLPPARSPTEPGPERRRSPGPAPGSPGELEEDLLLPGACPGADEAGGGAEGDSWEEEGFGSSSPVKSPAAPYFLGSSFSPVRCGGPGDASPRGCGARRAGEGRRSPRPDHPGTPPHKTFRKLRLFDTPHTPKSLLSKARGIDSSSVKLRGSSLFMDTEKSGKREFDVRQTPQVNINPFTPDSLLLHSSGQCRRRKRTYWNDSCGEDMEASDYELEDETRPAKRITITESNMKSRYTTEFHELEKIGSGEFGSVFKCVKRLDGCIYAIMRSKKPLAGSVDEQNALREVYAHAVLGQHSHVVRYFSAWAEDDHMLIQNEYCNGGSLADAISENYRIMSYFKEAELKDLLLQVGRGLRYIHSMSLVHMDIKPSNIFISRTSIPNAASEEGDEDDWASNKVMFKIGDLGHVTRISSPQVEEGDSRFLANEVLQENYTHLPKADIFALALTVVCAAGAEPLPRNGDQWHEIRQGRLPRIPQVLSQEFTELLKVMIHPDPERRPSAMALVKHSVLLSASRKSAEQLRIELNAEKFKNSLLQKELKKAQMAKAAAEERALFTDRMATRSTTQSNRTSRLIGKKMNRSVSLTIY
# S1P4 ag – agonists of human S1P4 receptor; 220,000 compounds, 0.35% hits; O95977; S1P4-expressing cell line, agonist reporter assay; activation, % at 4.98 µM; in the data active means activation above about 11%;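 further: 0% = DMSO vehicle and 100% = reference agonist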
# NPY2 pot ag – human NPY-Y2 potentiation or agonism, primary screen; P49146; cells expressing NPY-Y2, potentiator/agonist read-out; activation, % at 3.6 µM; 220,000 compounds, 0.45% hits; AID 1359; in the data active means activation above about 27%;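 further: cells stimulated with NPY near EC25 plus isoproterenol at EC100; 0% = vehicle plus submaximal agonist and 100% = vehicle plus saturating agonist; some results beyond the cut were filed as inactive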
# S1P4 antagonist – blocks the human S1P4 receptor; inhibition, % at 4.98 µM; AID 1510; S1P4-expressing cells, antagonist mode, reporter read-out; O95977; 220,000 compounds, 0.26% hits; in the data active means inhibition above about 29%;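 further: 0% = wells stimulated with agonist and 100% = vehicle wells without agonist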
# eIF4E-4G inh – inhibitors of eIF4E and eIF4G interaction in translation initiation | 220,000 compounds, 0.37% hits | inhibition, % at 21.7 µM | TR-FRET eIF4E-eIF4GI(517-606) binding, 2 h | P63073+Q04637 | AID 782;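 active means inhibition above about 30%, limit read from the data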;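 further: 0% = full FRET control wells and 100% = background wells lacking eIF4GI fragment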
# MDM2 E3 inh – inhibitors of human Mdm2 E3 ubiquitin ligase; Q00987; cell-based MDM2 ubiquitination luciferase reporter, 2 h; 0 = plate control, 100 = twice control, blank-subtracted; signal enhancement, % at 5 µM; 210,000 compounds, 0.11% hits;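 active means signal enhancement of 30% or more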;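 further: luminescence tracks abundance of the self-degrading MDM2-luciferase fusion protein; higher signal means inhibition of MDM2 E3 ligase activity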
# Target sequence (Q00987 whole entry, looked up, the tested form may be a part): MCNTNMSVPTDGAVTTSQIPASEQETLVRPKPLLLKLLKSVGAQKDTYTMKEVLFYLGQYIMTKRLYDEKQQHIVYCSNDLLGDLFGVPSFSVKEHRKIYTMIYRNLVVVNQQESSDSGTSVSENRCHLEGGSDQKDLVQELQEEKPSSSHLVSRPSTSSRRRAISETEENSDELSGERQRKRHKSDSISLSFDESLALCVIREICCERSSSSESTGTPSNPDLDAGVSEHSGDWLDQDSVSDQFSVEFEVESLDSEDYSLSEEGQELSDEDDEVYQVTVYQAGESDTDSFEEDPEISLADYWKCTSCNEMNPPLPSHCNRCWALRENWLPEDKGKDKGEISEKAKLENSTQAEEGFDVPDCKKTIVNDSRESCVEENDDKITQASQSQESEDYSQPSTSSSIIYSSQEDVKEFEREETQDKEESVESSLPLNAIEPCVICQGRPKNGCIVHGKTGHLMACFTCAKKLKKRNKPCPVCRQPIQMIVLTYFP
#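 Assay system: mammalian cells stably expressing self-ubiquitinating, self-degrading MDM2 E3–luciferase fusion. Quantity: 2000 cells in each well. Medium: DMEM culture medium. Compound dosing: single-point 5 µM. Timing: cell settling 4 h, compound treatment 2 h, both 37 °C. Technique: luciferase luminescence. Read-out basis: percent signal gain over controls, blank-subtracted. Benchmarks: plate controls and plate blanks.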
# * marks the source's active call; other numbers are inactive results; · = not tested or not shown; [ ] = dose if it differs, or a comment. Rows are unselected; about 4.1% have a hit in one of these screens.
SMILES,Ba/F3 V617F tox,BaF3 parental,PERK inhibitor,Wee1 degr inh,S1P4 ag,NPY2 pot ag,S1P4 antagonist,eIF4E-4G inh,MDM2 E3 inh
COC(=O)c1ccc(COc2ccc(C)cc2[N+](=O)[O-])o1,-1,-2,1.1,1,-0.6,56*,-10,2,-10
CCOCCOC(=O)NCCCCCCNC(=O)OCCOCC,-1,-2,0.2,-2,0.2,5,7,3,-11
Clc1ccc(/C=C/c2nc3ccccc3[nH]2)cc1,8,13,-1.1,-1,-0.4,-11,-2,-8,-9
COc1ccc(CNc2nc3ccccc3n2Cc2ccccc2)cc1OC,1,6,-0.2,-1,-0.4,-10,-15,1,-42
O=C1c2cccc3cccc(c23)N1Cc1ccc(F)cc1,2,2,0.5,-1,0.0,-23,-20,14[fluorescence artefact?],12
COC(=O)/C(C#N)=C1/C=Cc2ccccc2N1,0,8,0.0,-1,2.1,-1,5,-5,-5
CCN(CC)S(=O)(=O)c1ccc(N2CCOCC2)c(NC(=O)COc2ccc(Cl)cc2)c1,-2,-2,-1.0,2,0.8,-45,-13,-14,·
O=C(NCc1cccs1)c1csc2c1CCCCC2,3,5,0.1,-2,-0.5,4,8,-10,-2
COc1ccc(CNc2oc(Cc3cccc4ccccc34)nc2C#N)cc1,-3,1,-0.9,0,-0.4,0,-6,0,0
Cc1c(C(=O)Nc2ccc(F)cc2)oc2ccc(S(=O)(=O)N3CCCC3)cc12,7,7,-0.5,2,-0.5,4,12,10,·
COc1ccc(C)cc1C(=O)C1CC(C(=O)O)C(C)(C)C1C (stereo not drawn),-5,0,0.3,-3,0.5,4,-5,-4,·
COc1ccc(/C=C2\SC(=S)N(c3cccnc3)C2=O)cc1,0,3,0.6,0,3.4,5,-5,-6,·
COc1ccc(N2CCN(c3ccc(NC(=O)C4CCCCC4)cc3C#N)CC2)cc1,-6,2,1.0,3,0.5,13,8,0,-8
O=C(NCc1cccc(F)c1)c1noc2c1CCCC2,1,4,-0.3,0,0.1,5,-3,1[fluorescence artefact?],-14
Cc1cc(C(=O)N2CCCC(C(=O)c3ccc4ccccc4c3)C2)nn1C (stereo not drawn),6,4,0.0,-1,0.9,-42,-11,5,-6
CCn1c(CNc2ccc(F)cc2)nnc1SCC(=O)Nc1ccc(OC)cc1,3,7,-0.6,0,-0.6,-13,-3,-2,4
CC(=O)N(CCCCl)C(C#N)c1ccccc1 (stereo not drawn),2,6,1.4,-1,1.6,-2,-5,8[fluorescence artefact?],8
CCOc1ncccc1C(=O)OCC(=O)Nc1cc(S(=O)(=O)N(CC)CC)ccc1C,-1,2,0.1,-3,0.5,-5,-5,-2,-6
O=C(O)CCCCCN1C(=O)C(=O)/C(=C(/O)c2ccccc2)C1c1ccccc1 (stereo not drawn),-4,2,-0.7,-2,-2.9,9,-3,0,-15
CC(=O)c1ccc(N2CCN(C(=O)c3n[nH]c4ccccc34)CC2)cc1,1,9,0.0,-1,0.5,2,-10,-3,-12
Cc1cc(C)n(-c2ccc(C)c(Cl)c2)n1,-4,1,0.4,2,-0.8,6,-3,13,0
OCCCNC(=S)Nc1ccc2nccnc2c1,-1,6,0.4,-3,1.8,-6,1,0,-6
COc1ccc(NC(=O)NCc2ccncc2)cc1,-3,-2,0.9,-4,1.1,-4,2,2,-4
O=C(NCc1ccc(F)cc1)C1CCCN(c2nc3ccsc3c(=O)s2)C1 (stereo not drawn),-2,6,-0.3,0,2.0,12,-3,-2,-6
COc1ccc(S(=O)(=O)CCC(=O)N2CCN(c3ccc(F)cc3)CC2)cc1,-1,1,1.1,6,0.4,-14,-6,1,-16

# Overlap with the part before: 3 entries; new compounds follow.
SMILES,Ba/F3 V617F tox,BaF3 parental,PERK inhibitor,Wee1 degr inh,S1P4 ag,NPY2 pot ag,S1P4 antagonist,eIF4E-4G inh,MDM2 E3 inh
COc1ccc(NC(=O)NCc2ccncc2)cc1,-3,-2,0.9,-4,1.1,-4,2,2,-4
O=C(NCc1ccc(F)cc1)C1CCCN(c2nc3ccsc3c(=O)s2)C1 (stereo not drawn),-2,6,-0.3,0,2.0,12,-3,-2,-6
COc1ccc(S(=O)(=O)CCC(=O)N2CCN(c3ccc(F)cc3)CC2)cc1,-1,1,1.1,6,0.4,-14,-6,1,-16
Cc1nc2ccccc2c(=O)n1NC(=O)C1CC1C (stereo not drawn),5,9,1.4,-1,-0.1,-6,-7,1,0
COc1ccc(OCCCC(=O)Nc2cccc([N+](=O)[O-])c2)cc1,1,1,0.3,2,0.6,-3,-18,-1[fluorescence artefact?],-9
Cc1nn(Cc2ccccc2)c2c1C(c1ccc(Cl)cc1)C(C#N)=C(N)O2 (stereo not drawn),3,3,0.4,2,1.2,15,1,2,10
Cn1cnc([N+](=O)[O-])c1NC(C)(C)C,2,9,0.1,1,0.2,-3,-10,-1,-5
CCn1nnnc1-c1ccc(OC)c(S(=O)(=O)NCCc2ccccc2)c1,0,4,0.7,0,-0.6,7,-6,-2,-19
CCOC(=O)c1sc(NC(=O)CCN2C(=O)c3cccc([N+](=O)[O-])c3C2=O)c(C(=O)OCC)c1C,4,3,0.2,2,-2.4,-10,-15,-5,0
CC(=O)c1cc2c(cc1NC(=O)c1ccc(C)cc1)OCO2,-1,2,0.7,1,-0.2,8,-7,-1,-16
COc1ccc(-c2noc(CSc3nc(N)cc(=O)[nH]3)n2)cc1,-1,-1,0.4,6,1.0,-15,-8,-3,·
c1cc(Nc2ncnc3sccc23)cc(-c2nnc3n2CCCCC3)c1,0,2,-0.6,0,0.7,-9,-18,1,2
CC(=O)Nc1nnc(CCN2CCCCC2)s1,-3,-1,0.9,-3,-1.2,12,-8,-15,-6
Cc1ccc(Oc2ccccc2/C=C2\SC(=O)N(C)C2=O)cc1,-3,4,2.5,3,0.2,-6,8,7,-7
O=C(CCC(=O)N(CC(=O)NC1CCCCC1)Cc1ccccc1)Nc1ccccn1,-4,0,0.1,2,2.9,12,-7,-2,0
CCCCOc1ccc(S(=O)(=O)Nc2cc(OC)ccc2OC)cc1,2,6,0.5,-1,-2.2,-22,-4,6,-31
COC(=O)c1cc(S(=O)(=O)N2CCOCC2)c(Cl)cc1N1CCOCC1,-2,5,0.5,1,-0.1,18,18,4,·
Cc1cc(C)c(S(C)(=O)=O)c(S(=O)c2ccc(Cl)cc2)n1 (stereo not drawn),0,0,1.6,-1,-1.5,8,-4,3[fluorescence artefact?],-5
COC(=O)Nc1ccc(S(=O)(=O)N2CCC(C(=O)N(C)C3CCCCC3)CC2)cc1,2,12,0.1,-2,-0.3,-18,-11,0,6
Cc1ccc2nc(SCc3nc4cc(Cl)ccc4c(=O)[nH]3)[nH]c2c1,1,2,0.6,-4,1.5,1,-1,-3,-3
COc1ccccc1CNC(=O)CSc1nc(-c2ccccc2)cn1N,8,13,-0.9,1,0.1,-4,-9,-7,4
N=c1c2c3c(sc2ncn1Nc1ccccc1)CCC3,-4,-2,0.3,2,0.0,-7,20,-7,-16
COc1ccccc1C1=NOC(Cn2c(NCC3CCCO3)nc3c2c(=O)n(C)c(=O)n3C)C1 (stereo not drawn),2,2,-1.0,2,3.6,-8,-14,1,-1
CCN(CC)c1ccc(NC(=O)CCCCCN2C(=O)c3ccccc3C2=O)cc1,3,7,-1.2,11*,1.6,6,-19,2,2
Brc1ccc(-c2nnc3n2CCCCC3)cc1,-1,2,-0.8,0,-0.2,-2,-9,6,-16
CN(C)c1nc2n(c(=O)n1)C(C#N)CS2 (stereo not drawn),4,4,0.2,6,1.0,-3,-2,-1,-4
CCOC(=O)c1c(C)[nH]c2cc(Br)c(OC)cc12,2,2,0.7,2,2.4,12,-9,-4,-7
COc1ccc(OC)c(CN2CCC(CO)(CCOc3ccccc3)CC2)c1,6,-1,0.1,-1,-0.8,-49,15,1,-13

# Only MDM2 E3 inh, Ba/F3 V617F tox and S1P4 ag, for two of the compounds above:
smiles | MDM2 E3 inh | Ba/F3 V617F tox | S1P4 ag
COc1ccc(OCCCC(=O)Nc2cccc([N+](=O)[O-])c2)cc1 | -9 | 1 | 0.6
N=c1c2c3c(sc2ncn1Nc1ccccc1)CCC3 | -16 | -4 | 0.0

# Carrying on.
SMILES,Ba/F3 V617F tox,BaF3 parental,PERK inhibitor,Wee1 degr inh,S1P4 ag,NPY2 pot ag,S1P4 antagonist,eIF4E-4G inh,MDM2 E3 inh
COc1ccc(NC(=O)CCC(=O)NCCO)cc1,2,9,0.4,1,0.7,1,3,1,-8
Cc1cccc(OCC(=O)OC2CCN(C)CC2)c1,-4,0,0.9,-2,-1.5,-10,-6,3,-4
O=C(CN(c1ccc(F)cc1)S(=O)(=O)c1ccc2c(c1)OCCO2)N1CCOCC1,-3,4,0.9,-2,-2.0,13,2,1,-5
COc1ccc(NC(NC(=O)c2cccnc2)C(Cl)(Cl)Cl)cc1 (stereo not drawn),9,6,0.1,1,-1.8,-13,-10,2,-10
Cc1nc(C)c(C(=O)N/N=C/c2ccco2)s1,0,0,-0.2,2,0.8,4,-2,0,3
COc1ccc(C(C)=O)cc1COC(=O)c1ccc(S(=O)(=O)N2CCOCC2)cc1,-3,1,0.8,-2,0.9,13,-7,·,-1
O=C(Nc1nc2c(s1)CCCC2)c1cc(-c2ccc3c(c2)OCO3)nc2ccccc12,6,6,0.1,2,1.7,-7,-8,5[fluorescence artefact?],-13
CC1(C)Cc2cccc(OCC(=O)Nc3cc(C(F)(F)F)ccc3N3CCOCC3)c2O1,-2,6,0.7,0,1.1,14,-6,-4,-3
Cc1cc(C)c(NC(=O)CSc2nc3ccc(N4C(=O)c5ccccc5C4=O)cc3s2)c(C)c1,2,4,1.9,-2,-0.1,12,-2,3,1
COc1cc(C(=O)Oc2cccc(C=O)c2)cc(OC)c1OC,-5,3,-0.6,3,-1.2,3,10,1,-5
Cn1c(SCC(=O)NC2CCCCC2)nnc1-c1ccc(N)cc1,-1,11,1.6,0,1.1,0,14,-1,4
COC(=O)c1ccccc1NC(=O)CN(Cc1ccc(Cl)cc1)S(C)(=O)=O,2,2,-1.3,-3,0.4,-9,-8,-4,-23
CCC(CC)C(=O)Nc1cc(Cl)ccc1C,1,8,-0.2,0,-0.1,6,3,1,-1
O=C(OCCN1CCOCC1)c1ccc2c(c1)OCCO2,2,4,-0.2,2,0.1,-1,3,5,-6
Cc1ccc(NC(=O)CSc2ccc(C(N)=O)cc2[N+](=O)[O-])cc1C,0,4,0.6,1,0.9,-1,-11,-1,6
Cc1cccc(OC(C)C(=O)NCc2ccc(S(N)(=O)=O)cc2)c1 (stereo not drawn),-4,2,0.8,0,-0.6,11,-20,2,-3
CCOc1cccc(-c2nn3c(-c4ccccn4)nnc3s2)c1,0,4,-0.3,-2,-0.3,1,-12,-2,-9
CCOC(=O)Cc1csc(NC(=O)CSc2nnc(C3CC3)n2C)n1,-4,1,0.1,1,-0.4,3,-11,-3,-75
CCc1c(C)nc(SCC(=O)c2cccs2)c(C#N)c1C,-6,0,-1.2,3,-2.0,-2,5,-5,1
COc1ccc(-c2nn(-c3ccccc3)cc2/C=C/C(=O)NCCCn2ccnc2)cc1OC,2,6,1.3,-4,0.6,7,-4,-1,-7
C#CCN(Cc1ccco1)C(=O)c1cc(COc2ccc(F)cc2Cl)on1,0,4,0.1,2,1.7,-10,-7,0,-15
COC(=O)c1cc(NC(=O)CN(c2ccc3c(c2)OCO3)S(C)(=O)=O)ccc1Cl,2,7,-0.9,2,-0.3,2,-15,-4,-11
